DENV2 CPE = DENV2-induced cell death inhibition; DENV2-infected cells, cytopathic effect rescue, plate reader; CPE inhibition, % at 9.99 µM; 350,000 compounds, 1.7% hits; AID 651640; in the data active = CPE inhibition above about 20%, passing the limit was not always enough; inconclusive = no clear call, values can overlap the other calls; tested in BHK-21 cells;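 note: 0% = median of neutral control wells and 100% = median of positive control wells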
ERAP1 HTS inh = ERAP1 (human) enzyme inhibition. Q9NZ08. recombinant ERAP1, Leu-AMC fluorescence, 60 min. inhibition, % at 10.7 µM. 340,000 compounds, 0.15% hits;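 active = mean replicate inhibition of at least 30%, or all replicates individually reaching that 30% level; inactive = mean below 30% and not every replicate reaching it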;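 note: 0% = neutral control wells and 100% = L-leucinethiol positive control wells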
Target sequence (Q9NZ08 whole entry, looked up): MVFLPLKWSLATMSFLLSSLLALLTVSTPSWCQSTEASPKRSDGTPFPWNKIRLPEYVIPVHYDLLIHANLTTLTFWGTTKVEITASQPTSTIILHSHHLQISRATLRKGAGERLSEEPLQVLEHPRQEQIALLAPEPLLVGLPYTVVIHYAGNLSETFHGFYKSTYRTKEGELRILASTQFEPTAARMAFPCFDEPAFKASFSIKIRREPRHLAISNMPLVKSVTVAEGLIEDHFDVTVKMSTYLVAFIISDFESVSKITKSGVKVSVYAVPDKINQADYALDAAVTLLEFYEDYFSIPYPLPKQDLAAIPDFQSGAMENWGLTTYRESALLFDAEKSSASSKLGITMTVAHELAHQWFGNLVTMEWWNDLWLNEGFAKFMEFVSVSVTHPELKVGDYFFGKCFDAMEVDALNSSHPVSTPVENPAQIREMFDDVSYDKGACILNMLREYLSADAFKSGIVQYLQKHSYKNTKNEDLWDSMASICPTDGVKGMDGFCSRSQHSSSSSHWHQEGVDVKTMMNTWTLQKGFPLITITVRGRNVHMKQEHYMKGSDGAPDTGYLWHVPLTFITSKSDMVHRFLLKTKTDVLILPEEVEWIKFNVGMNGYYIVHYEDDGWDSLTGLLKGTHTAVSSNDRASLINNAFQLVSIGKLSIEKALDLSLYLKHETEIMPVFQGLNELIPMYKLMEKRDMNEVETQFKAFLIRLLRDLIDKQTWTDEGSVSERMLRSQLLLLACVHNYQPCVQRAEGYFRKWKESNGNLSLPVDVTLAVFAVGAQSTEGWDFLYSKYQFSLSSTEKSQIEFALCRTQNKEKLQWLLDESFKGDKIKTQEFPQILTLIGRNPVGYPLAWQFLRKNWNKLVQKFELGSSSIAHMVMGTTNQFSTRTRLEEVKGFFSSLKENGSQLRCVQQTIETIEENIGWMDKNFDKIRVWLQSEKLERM
ERp5 block = inhibitors of human ERp5. inhibition, % at 9.99 µM. ERp5 insulin aggregation, absorbance 650 nm, 90 min. 350,000 compounds, 0.05% hits. AID 651711. Q15084;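 active = mean replicate inhibition above about 25%, with every replicate also reaching it, limit read from the data, passing the limit was not always enough; inconclusive = only one of those two criteria met; inactive = neither criterion met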
SIRT5 inh = inhibitors of human sirtuin-5 desuccinylase | Q9NXA8 | AID 652115 | 330,000 compounds, 1.1% hits | Purified SirT5, succinyl-peptide AMC, trypsin-coupled fluorescence | inhibition, % at 15 µM; in the data active = inhibition above about 15%; inconclusive = no clear call, values can overlap the other calls
CFTR F508del cor = correctors of CFTR F508del function in bronchial epithelial cells | AID 720511 | CFBE cells, YFP halide quenching; stimulated with forskolin plus potentiator P3; % fluorescence drop versus neutral controls | 350,000 compounds, 0.36% hits | activity (quench increase), % at 7.58 µM;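 active = mean added fluorescence quench of at least 8% versus neutral control, with both replicates also reaching 8%; inconclusive = only one of the mean or replicate conditions met; inactive = mean below 8% and not both replicates reaching 8%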;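 note: cells transiently co-express mutant CFTR-F508del with the halide-sensitive YFP; corrector assay measuring rescue of mutant channel to the surface after 24 h compound exposure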
miR-122 sensor = miR-122 inhibition in Huh7 cells; Huh7 miR-122 Renilla luciferase sensor, 48 h; neutral wells = 0, positive control = 100; activation (reporter increase), % at 12.5 µM; 340,000 compounds, 0.3% hits; AID 602342;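 active = mean replicate activation score at least 90 and every replicate individually at or above 90; inconclusive = only one of the two criteria met; inactive = neither criterion met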;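 note: higher luciferase means less miR-122 activity so hits act as miR-122 inhibitors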
CASP6 VEID inh = caspase-6 (human) enzyme inhibition. P55212. purified caspase-6, Z-VEID-R110 cleavage fluorescence. inhibition, % at 12.5 µM. 350,000 compounds, 0.53% hits;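 active = mean inhibition across replicates at least about 35%, with every replicate also reaching that limit, limit read from the data; inconclusive = only one of the two criteria met; inactive = neither criterion met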;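 note: 0% = median of neutral control wells and 100% = no fluorescence left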
The depositor's hits bear a star; & = joins results of further samples; [ ] = dose if it differs, or a comment.

What do the screens show for `COc1ccc2c(c1)cc1n2CCN2CCCN=C12`?
DENV2 CPE: -3; ERAP1 HTS inh: -2; ERp5 block: -2; SIRT5 inh: 4; CFTR F508del cor: 1.8; miR-122 sensor: -8; CASP6 VEID inh: -8

What do the screens show for `COc1ccc(S(=O)(=O)Nc2ccc3c(c2)C(=O)N([C@H](C)CO)C[C@H](C)[C@@H](CN(C)C(=O)NC(C)C)OCCCC[C@@H](C)O3)cc1`?
DENV2 CPE: -7; ERAP1 HTS inh: 0; ERp5 block: -1; SIRT5 inh: 0; CFTR F508del cor: -1.5; miR-122 sensor: -1[16.7 µM]; CASP6 VEID inh: -1

How did COc1ccc(S(=O)(=O)Nc2cccc3c2O[C@@H](CN(C)CC2CC2)[C@@H](C)CN([C@@H](C)CO)C3=O)cc1 do in these assays?
DENV2 CPE: 7&-15; ERAP1 HTS inh: -1&-5; ERp5 block: 3&2; SIRT5 inh: 0&-2; CFTR F508del cor: -0.4&0.5; miR-122 sensor: -1[16.7 µM]; CASP6 VEID inh: -2&-1

What do the screens show for `O=C(CSc1nnc2c(n1)[nH]c1ccccc12)Nc1ccc(S(=O)(=O)Nc2ncccn2)cc1`?
DENV2 CPE: 2; ERAP1 HTS inh: 0; ERp5 block: 2; SIRT5 inh: -1; CFTR F508del cor: 0.3; miR-122 sensor: -3; CASP6 VEID inh: -2

Results for O=C(c1ccc2c3c(cccc13)CC2)C1CCCN(C(=O)c2ccc[n+]([O-])c2)C1 (configuration not stated) ?
DENV2 CPE: 2; ERAP1 HTS inh: -7; ERp5 block: 2; SIRT5 inh: -5; CFTR F508del cor: 1.2; miR-122 sensor: 1; CASP6 VEID inh: 6

How did Cc1ccc(S(=O)(=O)Nc2cccc3c2O[C@@H](CN(C)Cc2ccc(-c4ccccc4)cc2)[C@H](C)CN([C@@H](C)CO)C3=O)cc1 do in these assays?
DENV2 CPE: 19; ERAP1 HTS inh: -2; ERp5 block: 5; SIRT5 inh: 0; CFTR F508del cor: -0.1; miR-122 sensor: -7[16.7 µM]; CASP6 VEID inh: 2

Results for c1ccc(-n2cc(CNCCc3cscn3)c(-c3ccc4c(c3)OCO4)n2)cc1 ?
DENV2 CPE: 14; ERAP1 HTS inh: 1; ERp5 block: 2; SIRT5 inh: -3; CFTR F508del cor: -0.7; miR-122 sensor: 3; CASP6 VEID inh: -4

Results for Cc1cnc(C(=O)OCC(=O)Nc2sc3c(c2C(N)=O)CCCC3)cn1 ?
DENV2 CPE: -1; ERAP1 HTS inh: 4; ERp5 block: 3; SIRT5 inh: 1; CFTR F508del cor: 0.8; miR-122 sensor: 7; CASP6 VEID inh: 4

How did C[C@@H]1CN([C@H](C)CO)C(=O)c2cc(NC(=O)Nc3ccccc3)ccc2O[C@@H](C)CCCCO[C@@H]1CN(C)S(=O)(=O)c1ccc(Cl)cc1 do in these assays?
DENV2 CPE: 1; ERAP1 HTS inh: 0; ERp5 block: -7; SIRT5 inh: 6; CFTR F508del cor: -3.6; miR-122 sensor: -2[16.7 µM]; CASP6 VEID inh: -4

How did CNC(=O)c1c[nH]n2c(=O)c(Cc3ccccc3F)c(C)nc12 do in these assays?
DENV2 CPE: 0; ERAP1 HTS inh: 2; ERp5 block: 7; CFTR F508del cor: -3.7; miR-122 sensor: -8; CASP6 VEID inh: -3

How did OC[C@@H]1[C@H](c2ccc(/C=C/c3ccccc3)cc2)[C@H]2CN(Cc3cncnc3)CCCCN12 do in these assays?
DENV2 CPE: -2; ERAP1 HTS inh: 2; ERp5 block: 0; SIRT5 inh: -1; CFTR F508del cor: 0.0; miR-122 sensor: 7[16.7 µM]; CASP6 VEID inh: 0

How did Cc1ccc(-c2cnco2)cc1 do in these assays?
DENV2 CPE: -1; ERAP1 HTS inh: 4; ERp5 block: 0; SIRT5 inh: 1; CASP6 VEID inh: 3

Results for CO[C@H]1CN(C)C(=O)c2cc(NC(=O)CC(F)(F)F)ccc2OC[C@@H](C)N(C(=O)C2CC2)C[C@H]1C ?
DENV2 CPE: 38*; ERAP1 HTS inh: 2; ERp5 block: 1; CFTR F508del cor: -0.3; CASP6 VEID inh: -1

What do the screens show for `C[C@@H]1CCCCO[C@@H](CN(C)S(=O)(=O)c2cn(C)cn2)[C@@H](C)CN([C@H](C)CO)C(=O)c2cc(NC(=O)C3CCCCC3)ccc2O1`?
DENV2 CPE: 2; ERAP1 HTS inh: -1; ERp5 block: 1; SIRT5 inh: 3; CFTR F508del cor: 0.7; miR-122 sensor: 5[16.7 µM]; CASP6 VEID inh: 1

What do the screens show for `O=C(CN1CCN(S(=O)(=O)c2ccccc2[N+](=O)[O-])CC1)Nc1ccc(N2CCOCC2)cc1`?
DENV2 CPE: 4; ERAP1 HTS inh: 0; ERp5 block: 3; SIRT5 inh: 1; CFTR F508del cor: -0.2; CASP6 VEID inh: -1

How did COc1ccc(C(=O)OCC#CCSc2nnc(-c3cccc4ccccc34)o2)cc1 do in these assays?
DENV2 CPE: -2; ERAP1 HTS inh: 1; ERp5 block: -2; SIRT5 inh: 1; CFTR F508del cor: -1.8; miR-122 sensor: -3; CASP6 VEID inh: 3

Results for Cc1oc(-c2ccccc2F)nc1CS(=O)(=O)CC(=O)N1CCN(Cc2ccccc2)CC1 ?
DENV2 CPE: 1; ERAP1 HTS inh: 4; ERp5 block: 2; SIRT5 inh: 1; CFTR F508del cor: -0.2; miR-122 sensor: -1; CASP6 VEID inh: 0

What do the screens show for `CCCC(=O)Nc1ccc2c(c1)OC[C@@H](C)N(Cc1ccccc1)C[C@@H](C)[C@@H](OC)CN(C)C2=O`?
DENV2 CPE: inconclusive; ERAP1 HTS inh: 2; ERp5 block: 1; SIRT5 inh: 5; CFTR F508del cor: -2.3; miR-122 sensor: 3[16.7 µM]; CASP6 VEID inh: 2

What do the screens show for `O=C(NCCOC(=O)c1c(F)cccc1Cl)c1c(F)cccc1Cl`?
DENV2 CPE: 1; ERAP1 HTS inh: -2; ERp5 block: 2; SIRT5 inh: -3; CFTR F508del cor: -1.4; miR-122 sensor: -2; CASP6 VEID inh: -2

Results for CCC1(c2ccccc2)NC(=O)N(CC(=O)NC2(C#N)CCCCC2)C1=O (configuration not stated) ?
DENV2 CPE: -8; ERAP1 HTS inh: -1; ERp5 block: 0; SIRT5 inh: 1; CFTR F508del cor: 0.2; CASP6 VEID inh: 1

The closing 2 entries of the part above are carried over, then new ones follow:
What do the screens show for `O=C(NCCOC(=O)c1c(F)cccc1Cl)c1c(F)cccc1Cl`?
DENV2 CPE: 1; ERAP1 HTS inh: -2; ERp5 block: 2; SIRT5 inh: -3; CFTR F508del cor: -1.4; miR-122 sensor: -2; CASP6 VEID inh: -2

Results for CCC1(c2ccccc2)NC(=O)N(CC(=O)NC2(C#N)CCCCC2)C1=O (configuration not stated) ?
DENV2 CPE: -8; ERAP1 HTS inh: -1; ERp5 block: 0; SIRT5 inh: 1; CFTR F508del cor: 0.2; CASP6 VEID inh: 1

Results for CC(=O)Nc1ccc2c(COC(=O)[C@H](C)N3C(=O)C4CCCCC4C3=O)cc(=O)oc2c1 (some centres not stated) ?
DENV2 CPE: 1; ERp5 block: 2; SIRT5 inh: -56; CFTR F508del cor: -0.6; miR-122 sensor: -2; CASP6 VEID inh: 3

What do the screens show for `COc1ccc(C(CNC(=O)c2ccc(S(=O)(=O)N(C)C)cc2)N(C)C)cc1` (configuration not stated)?
DENV2 CPE: 5; ERAP1 HTS inh: 4; ERp5 block: -1; SIRT5 inh: -8; CFTR F508del cor: -1.4; miR-122 sensor: -2; CASP6 VEID inh: -8

Results for O=C(O)CCCN1C(=O)/C(=C/C=C/c2ccco2)SC1=S ?
DENV2 CPE: 8; ERAP1 HTS inh: 12; ERp5 block: 12; SIRT5 inh: 32*; CFTR F508del cor: -2.5; CASP6 VEID inh: 82*

What do the screens show for `CN(CC(=O)Nc1ccccc1Cl)C(=O)COC(=O)/C=C/c1cccc(C(F)(F)F)c1`?
DENV2 CPE: -4; ERAP1 HTS inh: -1; ERp5 block: 1; SIRT5 inh: -3; CFTR F508del cor: 3.3; miR-122 sensor: -1; CASP6 VEID inh: 1

How did NC(=O)c1ccsc1NC(=O)COC(=O)c1ccccc1F do in these assays?
DENV2 CPE: 4; ERAP1 HTS inh: -1; ERp5 block: 3; SIRT5 inh: -2; CFTR F508del cor: 0.5; miR-122 sensor: -2; CASP6 VEID inh: 2

Results for Cc1ccc(S(=O)(=O)N[C@H](C(=O)OCC(=O)NC(=O)C2CCCCC2)C(C)C)cc1 ?
DENV2 CPE: inconclusive; ERAP1 HTS inh: 0; ERp5 block: 4; CFTR F508del cor: 12*; miR-122 sensor: 5; CASP6 VEID inh: 0

Results for CS(=O)(=O)c1ccc(Cl)c(NC(=O)CCCSc2ccccc2)c1 ?
DENV2 CPE: -3; ERAP1 HTS inh: 1; ERp5 block: -1; SIRT5 inh: 1; CFTR F508del cor: 0.5; CASP6 VEID inh: 1

What do the screens show for `C[C@@H]1CN([C@@H](C)CO)C(=O)Cc2cc(NC(=O)CCCCCC(=O)Nc3ccccc3N)ccc2O[C@H]1CN(C)C(=O)NC1CCCCC1`?
DENV2 CPE: -3; ERAP1 HTS inh: -1; ERp5 block: -5; SIRT5 inh: 1; CFTR F508del cor: -2.8; miR-122 sensor: -5[16.7 µM]; CASP6 VEID inh: 1

How did COc1ccccc1C(=O)COC(=O)COc1ccc(C#N)cc1 do in these assays?
DENV2 CPE: 5; ERAP1 HTS inh: 0; ERp5 block: 1; CFTR F508del cor: -1.2; CASP6 VEID inh: -1

How did CC1Sc2ccc(S(=O)(=O)N3CCC(C(=O)NCC(C)c4ccccc4)CC3)cc2NC1=O (configuration not stated) do in these assays?
DENV2 CPE: -3; ERAP1 HTS inh: -1; ERp5 block: 7; SIRT5 inh: 0; CFTR F508del cor: 2.2; miR-122 sensor: -9; CASP6 VEID inh: 1

Results for CC(C)/C=C(/C(=O)c1ccc(Cl)cc1Cl)n1cncn1 ?
DENV2 CPE: 6; ERAP1 HTS inh: 1; ERp5 block: 4; SIRT5 inh: 1; CFTR F508del cor: 0.2; CASP6 VEID inh: 0

Results for CCOc1ccc(NC(=S)N(CCN2CCOCC2)Cc2ccc3c(c2)CCCN3CC)cc1 ?
DENV2 CPE: -3; ERAP1 HTS inh: 0; ERp5 block: 2; SIRT5 inh: 4; CFTR F508del cor: 1.8; miR-122 sensor: -1; CASP6 VEID inh: -5

How did CC(C)C[C@H](NC(=O)c1[nH]cnc1C(=O)Nc1ccc(CNC(=O)OC(C)(C)C)cc1)C(=O)OC(C)(C)C do in these assays?
DENV2 CPE: -6; ERAP1 HTS inh: -6; ERp5 block: 3; SIRT5 inh: 4; CFTR F508del cor: 3.0; miR-122 sensor: 2; CASP6 VEID inh: 2

What do the screens show for `COc1ccc(C(=O)N2CCCCC2c2cc(C(=O)NCc3ccc(F)cc3)no2)cc1` (configuration not stated)?
DENV2 CPE: 13; ERAP1 HTS inh: -3; ERp5 block: -2; CFTR F508del cor: -0.7; miR-122 sensor: 2; CASP6 VEID inh: 0

Results for COc1ccc(/C=C/C(=O)Nc2cccnc2Cl)cc1 ?
DENV2 CPE: 3; ERAP1 HTS inh: -5; ERp5 block: 1; SIRT5 inh: -3; CFTR F508del cor: 1.3; CASP6 VEID inh: -1

How did Cc1ccc(CNC(=O)CCS(=O)(=O)c2cc3c(cc2Cl)NC(=O)CO3)o1 do in these assays?
DENV2 CPE: -15; ERAP1 HTS inh: 1; ERp5 block: 8; SIRT5 inh: -1; CFTR F508del cor: -0.1; CASP6 VEID inh: 0

Results for CCOc1cc(C(=O)Nc2ccc(S(=O)(=O)NC3=NCCCCC3)cc2)cc(OCC)c1OCC ?
DENV2 CPE: -1; ERAP1 HTS inh: 6; ERp5 block: 2; SIRT5 inh: 5; CFTR F508del cor: 0.6; CASP6 VEID inh: 1

What do the screens show for `CCN(CC)S(=O)(=O)c1ccc(N2CCOCC2)c(NC(=O)c2cccc3ccccc23)c1`?
DENV2 CPE: -4; ERAP1 HTS inh: 0; ERp5 block: 10; SIRT5 inh: -1; miR-122 sensor: -3; CASP6 VEID inh: -2

Hits appear at their usual frequency; about 4% have a hit in one of these screens.
